High-throughput results deposited in PubChem by several laboratories.
Wnt act: Wnt/beta-catenin pathway activators, primary screen, cell-based, plate reader, single point; Wnt/beta-catenin reporter cell assay, activator; activation, % at 9.35 µM; 300,000 tested, 1.2% active; in the data active means activation above about 30%, passing the limit was not always enough;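 further: 0% = neutral control wells and 100% = positive control wells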
Arr AP2 block: inhibitors of beta-arrestin/AP2 binding, primary screen, biochemical, GPCR trafficking, flow cytometry; inhibition, % at 10 µM; FITC-arrestin peptide / GST-AP2 beads; AP2 beta2 appendage carries R879A mutation; beta-arrestin 1 C-terminal peptide binding to AP2 beta2-adaptin appendage (human); 340,000 tested, 0.31% active;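 active means inhibition above a set limit, near 3 SD of compounds lacking own fluorescence, cut at about 54% in these data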;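 further: plate controls were DMSO wells for no effect and 5 µM unlabelled arrestin peptide for full effect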
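Measured by: flow cytometry, FL1 (488/535 nm); Material: AP2 appendage R879A on GSH beads; Evaluation: percent response; Timing: pre-incubation 12 min, peptide binding 1 h, room temperature; Also added: 50 nM FITC-arrestin peptide; Medium: PBS with 0.05% Tween 20 and 0.1% BSA.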
MOR-DOR ag: agonists of OPRM1-OPRD1 heterodimerization, primary screen, cell-based, luminescence. cells. activation, % at 9.3 µM. AID 504326, 2011. 340,000 tested, 0.3% active. Mu-type opioid receptor (Homo sapiens) + Delta-type opioid receptor (Homo sapiens), …; in the data active means activation above about 18%;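 further: 0% = vehicle-treated cells and 100% = reference agonist; values of inactives mirror those of a sister screen read the other way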
RTF Ca sens inh: cardiac RTF calcium sensitivity inhibitors, primary screen, biochemical, IANBD-TnC fluorescence, EC70 calcium; AID 493244, 2011; inhibition, % at 7.15 µM; Troponin I, cardiac muscle (Homo sapiens) + Troponin T, cardiac muscle (Homo sapiens) + …; 340,000 tested, 0.12% active; IANBD-labeled cardiac RTF, Ca2+ fluorescence;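 active means inhibition above the mean inhibition of all tested compounds plus 3 SD, cut at about 17% in these data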;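 further: assay run at fixed EC70 calcium of 1.6 mM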
Pemphigus Ab inh: inhibitors of pemphigus antibody binding to DSG3, primary screen, biochemical, bead-based, flow cytometry, scFv-GFP; Desmoglein-3 (Homo sapiens), P32926; DSG3-coupled beads, scFv-anti-DSG3-GFP binding; hits give low values; 310,000 tested, 0.48% active; binding (percent of control), % at 10 µM; AID 588358, 2011;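 active means binding more than 3 SD below its plate's average and above zero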;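 further: hits lower antibody fragment binding to DSG3; some compounds called inactive have numbers as strong as hits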
Target sequence (P32926 whole entry, looked up, the tested form may be a part): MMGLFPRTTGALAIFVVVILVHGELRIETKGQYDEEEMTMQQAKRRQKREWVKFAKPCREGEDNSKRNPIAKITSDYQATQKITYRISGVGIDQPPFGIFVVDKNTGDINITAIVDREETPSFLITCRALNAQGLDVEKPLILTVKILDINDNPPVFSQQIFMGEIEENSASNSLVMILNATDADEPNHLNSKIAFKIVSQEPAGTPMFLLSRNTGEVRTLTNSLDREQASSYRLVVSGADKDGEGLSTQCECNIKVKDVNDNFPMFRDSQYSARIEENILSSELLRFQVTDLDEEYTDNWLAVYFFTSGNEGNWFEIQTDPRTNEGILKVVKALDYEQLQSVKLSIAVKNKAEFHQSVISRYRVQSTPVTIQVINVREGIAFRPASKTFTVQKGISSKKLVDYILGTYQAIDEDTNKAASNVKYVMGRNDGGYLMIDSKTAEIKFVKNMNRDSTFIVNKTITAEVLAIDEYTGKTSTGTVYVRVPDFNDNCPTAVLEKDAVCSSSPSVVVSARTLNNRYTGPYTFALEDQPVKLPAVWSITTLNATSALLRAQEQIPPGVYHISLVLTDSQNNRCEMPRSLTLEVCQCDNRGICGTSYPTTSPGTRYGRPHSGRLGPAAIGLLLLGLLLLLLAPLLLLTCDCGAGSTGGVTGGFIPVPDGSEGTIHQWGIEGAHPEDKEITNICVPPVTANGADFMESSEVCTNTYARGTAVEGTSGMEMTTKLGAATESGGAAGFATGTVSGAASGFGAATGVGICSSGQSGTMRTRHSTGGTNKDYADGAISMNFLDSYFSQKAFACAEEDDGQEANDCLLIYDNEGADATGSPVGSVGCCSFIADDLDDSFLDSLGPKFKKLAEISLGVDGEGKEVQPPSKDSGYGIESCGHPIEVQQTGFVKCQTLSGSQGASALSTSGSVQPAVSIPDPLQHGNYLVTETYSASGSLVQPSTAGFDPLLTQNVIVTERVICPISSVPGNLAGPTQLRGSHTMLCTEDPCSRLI
OPRM1-OPRD1 inv: inverse agonists of MOR-DOR heterodimerization, primary screen, cell-based, luminescence. inhibition, % at 9.3 µM. cell-based MOR-DOR heterodimer luminescence, inverse agonism. 340,000 tested, 0.21% active; in the data active means inhibition above about 22%, passing the limit was not always enough;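 further: 0% = cells with DMSO and 100% = wells without cells with DMSO; values of inactives mirror those of a sister screen read the other way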
Keap1 Nrf2 FP: Keap1-Nrf2 protein-protein interaction inhibitors, primary screen, biochemical, fluorescence polarization, single point; Kelch-like ECH-associated protein 1 (Homo sapiens), Q14145; Keap1 Kelch-Nrf2 peptide fluorescence polarization, 1536-well; 340,000 tested, 0.15% active; inhibition, % at 9.4 µM; in the data active means inhibition above about 12%;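 further: human Keap1 Kelch domain with fluorescein labeled Nrf2 9mer peptide probe; 0% = neutral control wells and 100% = peptide positive control; higher means more block of Keap1 binding to Nrf2 peptide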
V-ATPase pH: regulators of yeast V-ATPase proton pumping, primary screen, pHLuorin cytosolic pH fluorescence; S. cerevisiae; response, % at 10 µM; 350,000 tested, 0.37% active; in the data active means response mostly above about 7.3%, no sharp cut-off; inactive means mostly below about 5.4%; further: actives read high; inactives centre near 0; some compounds called inactive have numbers as strong as hits; reference of the scale not given here
LANA DNA inh: inhibitors of KSHV C-LANA binding to DNA, primary screen, biochemical, fluorescence polarization, FAM-LBS DNA, MBP-C-LANA, single point. Kaposi's sarcoma herpesvirus LANA C-terminal domain (residues 932-1162) DNA binding. inhibition, % at 9 µM. 340,000 tested, 0.078% active. AID 504423, 2011;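 active means highest replicate inhibition at or above 60% at 9 µM, even if other replicates fall short; inactive means all replicates below 60% inhibition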;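 further: 0% = neutral control wells and 100% = 4 µM acridine orange control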
RTF Ca sens act: cardiac RTF calcium sensitivity activators, primary screen, biochemical, IANBD-TnC fluorescence, EC20 calcium. Troponin I, cardiac muscle (Homo sapiens) + Troponin T, cardiac muscle (Homo sapiens) + …. 340,000 tested, 0.24% active. IANBD-labeled TnC RTF fluorescence at EC20 calcium; 0% EC20 calcium, 100% full calcium. activation, % at 7.2 µM;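 active means activation above the mean over all tested compounds plus 3 SD, cut at about 30% in these data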;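 further: rise in fluorescence read as greater calcium sensitivity of cardiac thin filaments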
* = called active by the depositor; . = not tested or not shown.

The opening 13 compounds as a preview:
Wnt act	Arr AP2 block	MOR-DOR ag	RTF Ca sens inh	Pemphigus Ab inh	OPRM1-OPRD1 inv	Keap1 Nrf2 FP	V-ATPase pH	LANA DNA inh	RTF Ca sens act	SMILES
0	9	0.4	-1	102	-2	-3	-3	-2.7	4	COc1cc(C(=O)NCc2cc3cc(Cl)ccc3n2C)cc(OC)c1OC
-2	-7	-2.4	-3	104	13	-6	-1	-1.5	4	CSc1nsc(SC)c1NC(=O)Nc1ccccc1C
-1	28	-1.3	-1	107	7	0	0	-2.2	-2	O=C(CCCC(=O)NC1CCCCC1)Nc1ccc([N+](=O)[O-])cc1
-3	-1	-1.2	-10	100	7	4	0	2.6	6	CCC(C)[C@@H](C(=O)N1CCNCC1)n1cc(CCCN=C(N)N)nn1 (some centres undefined)
3	-6	-0.6	-4	100	4	-8	-3	-0.1	3	Cc1cc(=O)oc(C)c1C(=O)NCC(C)C
0	2	0.0	5	98	0	2	0	0.8	-12	Cc1ccc(CSCC(=O)N(C)CC(=O)Nc2ccc(C)cc2)cc1
-4	21	-2.0	8	99	12	0	0	0.1	3	COc1ccc(CC(=O)N2CCCc3ccccc32)cc1
-2	6	-1.1	-16	.	8	-5	3	0.1	5	COc1ccc(-c2cc(C(=O)NCC3CCCO3)c3ccccc3n2)c(OC)c1 (centres undefined)
.	-6	-0.9	3	112	5	1	-4	-1.4	3	Nc1nonc1OCCc1ccccc1
.	1	-3.3	-7	103	19	-2	0	-1.1	3	Cc1cc(C)nc(NC(=O)CCCC(=O)O)c1
-1	9	-2.7	-5	.	12	-2	-1	0.4	5	NC(=O)CSCc1ccc(Br)cc1
0	-6	-2.5	-2	79	12	-6	-1	0.2	5	O=C(COC(=O)/C=C/c1ccccc1[N+](=O)[O-])NC1CC1
.	22	-1.0	-8	100	5	-2	-5	-0.3	-4	CCC1(CC)Cc2ccccc2-c2nc(-c3ccccc3)oc(=O)c21

The whole of this part, previewed entries included:
Wnt act	Arr AP2 block	MOR-DOR ag	RTF Ca sens inh	Pemphigus Ab inh	OPRM1-OPRD1 inv	Keap1 Nrf2 FP	V-ATPase pH	LANA DNA inh	RTF Ca sens act	SMILES
0	9	0.4	-1	102	-2	-3	-3	-2.7	4	COc1cc(C(=O)NCc2cc3cc(Cl)ccc3n2C)cc(OC)c1OC
-2	-7	-2.4	-3	104	13	-6	-1	-1.5	4	CSc1nsc(SC)c1NC(=O)Nc1ccccc1C
-1	28	-1.3	-1	107	7	0	0	-2.2	-2	O=C(CCCC(=O)NC1CCCCC1)Nc1ccc([N+](=O)[O-])cc1
-3	-1	-1.2	-10	100	7	4	0	2.6	6	CCC(C)[C@@H](C(=O)N1CCNCC1)n1cc(CCCN=C(N)N)nn1 (some centres undefined)
3	-6	-0.6	-4	100	4	-8	-3	-0.1	3	Cc1cc(=O)oc(C)c1C(=O)NCC(C)C
0	2	0.0	5	98	0	2	0	0.8	-12	Cc1ccc(CSCC(=O)N(C)CC(=O)Nc2ccc(C)cc2)cc1
-4	21	-2.0	8	99	12	0	0	0.1	3	COc1ccc(CC(=O)N2CCCc3ccccc32)cc1
-2	6	-1.1	-16	.	8	-5	3	0.1	5	COc1ccc(-c2cc(C(=O)NCC3CCCO3)c3ccccc3n2)c(OC)c1 (centres undefined)
.	-6	-0.9	3	112	5	1	-4	-1.4	3	Nc1nonc1OCCc1ccccc1
.	1	-3.3	-7	103	19	-2	0	-1.1	3	Cc1cc(C)nc(NC(=O)CCCC(=O)O)c1
-1	9	-2.7	-5	.	12	-2	-1	0.4	5	NC(=O)CSCc1ccc(Br)cc1
0	-6	-2.5	-2	79	12	-6	-1	0.2	5	O=C(COC(=O)/C=C/c1ccccc1[N+](=O)[O-])NC1CC1
.	22	-1.0	-8	100	5	-2	-5	-0.3	-4	CCC1(CC)Cc2ccccc2-c2nc(-c3ccccc3)oc(=O)c21
-3	19	0.2	-15	112	-1	3	-4	-0.7	5	COc1ccc(/C=C/C(=O)Nc2cc(S(=O)(=O)N3CCOCC3)ccc2OC)cc1
-2	-12	-1.8	-10	97	11	-4	-3	0.9	0	O=C(NCc1ccc2c(c1)OCO2)C1CCC(CNS(=O)(=O)c2cccc3nsnc23)CC1 (centres undefined)
-1	-4	-2.5	-4	104	13	-3	-1	-1.1	1	C=CCNC(=O)COC(=O)/C=C/c1cccs1
1	-8	-1.7	-6	.	7	-2	-4	-0.1	-2	NC(=O)c1ccsc1NC(=O)CN1C(=O)NC2(CCCCC2)C1=O
.	-9	-2.5	4	99	13	-1	1	-0.2	2	CC(=O)OC1CC(C)(C)N(OC(=O)c2ccc(N)cc2)C(C)(C)C1
2	-1	-1.8	5	105	8	-1	-6	0.8	-2	O=C(Nc1cccc(S(=O)(=O)N2CCOCC2)c1)c1ccc(N2CCCC2=O)cc1
-8	26	1.2	-9	.	-7	5	-3	-1.6	0	CC(CCc1ccccc1)NC(=O)c1ccc(C(=O)NC(C)CCc2ccccc2)cc1 (centres undefined)

Continuation.
Wnt act	Arr AP2 block	MOR-DOR ag	RTF Ca sens inh	Pemphigus Ab inh	OPRM1-OPRD1 inv	Keap1 Nrf2 FP	V-ATPase pH	LANA DNA inh	RTF Ca sens act	SMILES
2	9	-1.7	-1	92	9	5	-5	-4.5	0	CCOC(=O)/C(C#N)=C/c1c(N2CCCCCC2)nc2ccccn2c1=O
.	36	-1.0	-1	108	6	3	1	0.9	6	O=C(NNC(=S)Nc1cccc2ccccc12)c1cccc(Br)c1
-1	4	1.3	-11	100	-7	-2	3	5.5	7	O=c1c2c(-c3ccccc3)csc2ncn1/N=C/c1c2ccccc2cc2ccccc12
-3	6	0.4	-10	100	-3	-5	0	0.6	5	COc1cccc(CC(NC(C)=O)C(=O)NC2CCN(C(=O)c3ccncc3)CC2)c1OC (centres undefined)
1	6	0.2	1	.	-1	-6	3	0.2	8	CCOC(=O)c1ccc(NC(=O)CN2CCN(C(=O)c3ccco3)CC2)cc1
-2	4	6.0	-3	120	-32	-2	2	1.3	-1	Cc1ccc(C)c(S(=O)(=O)N2CC(=O)N(CCc3ccccc3)C(=O)C2)c1
1	16	-0.6	-8	94	3	1	-2	-0.6	-4	COC(=O)c1sccc1NC(=O)Nc1ccccc1F
-3	-11	-2.0	0	100	9	-5	1	0.0	-1	CCOC(=O)c1nc(Nc2cc(Cl)ccc2OC)c2ccccc2n1
.	-1	-1.3	-8	91	7	0	-3	0.3	-4	CCC1CCc2[nH]nc(C(=O)O)c2C1 (centres undefined)
-1	-8	6.2	1	109	-42	-2	4	0.3	1	O=C(Nc1cc(Cl)ccc1-n1cncn1)c1cc(F)c(F)c(F)c1F
-2	-7	-2.0	-2	100	11	-5	-3	1.7	2	COc1ccc(CN(C)C(=O)c2ccc(NC(=O)CC3SC(N4CCCC4)=NC3=O)cc2)c(OC)c1OC (centres undefined)
-2	-7	-1.3	-8	.	8	3	3	3.8	-1	CCc1nnc(NC(=O)C(C)N2C(=O)C3C4C=CC(C4)C3C2=O)s1 (centres undefined)
-2	-10	-0.9	0	105	4	-3	3	-0.1	0	CC1(C)Cc2ccccc2-c2nnc(SCC(=O)Nc3ccc4c(c3)OCO4)n21
3	-6	1.9	-3	110	-10	-2	-3	-0.7	6	CN(CC(=O)NCc1ccncc1)S(=O)(=O)c1ccc(Br)cc1
-3	1	0.5	-2	119	-3	-7	-9	-0.6	-8	COc1cc(-c2noc(CCCC(=O)NC3CCCCC3)n2)cc(OC)c1OC
-2	11	2.5	-5	98	-14	-7	-4	-1.8	2	COc1cccc(C2C3=C(N=C4SCC(=O)N42)c2ccccc2CC3)c1OC (centres undefined)
27	-12	-2.1	-7	105	10	0	-2	4.3	-6	c1ccc(-c2nnc(NC3=NCCC3)o2)cc1
0	13	-2.8	2	106	14	3	1	-0.4	6	COc1ccccc1CC(=O)Nc1ccc([N+](=O)[O-])cc1O
1	-13	-1.4	-3	101	8	6	2	0.2	-1	CCc1nnc(SCC(=O)Nc2ccccc2)n1CC1CCCO1 (centres undefined)
0	0	-2.4	3	106	13	-2	-5	0.0	3	CCCCS(=O)(=O)N1CCN(S(=O)(=O)c2cccs2)CC1

Following part.
Wnt act	Arr AP2 block	MOR-DOR ag	RTF Ca sens inh	Pemphigus Ab inh	OPRM1-OPRD1 inv	Keap1 Nrf2 FP	V-ATPase pH	LANA DNA inh	RTF Ca sens act	SMILES
.	-2	0.0	-3	106	0	-5	-4	2.0	7	C=CCOc1c(Cl)cc(CNc2ccc3[nH]c(=O)[nH]c3c2)cc1OC
-2	-2	-1.4	6	104	8	0	10	2.2	-4	COc1ccc(C(=O)OCC(=O)Nc2cccc(C(C)=O)c2)cc1OC
0	3	-0.9	-10	100	5	2	-1	1.5	-2	COc1c2ccoc2cc2oc(C)cc(=O)c12
-2	-3	0.1	-2	104	-1	0	0	-0.4	-3	O=S1(=O)c2ccc(Br)cc2N2CCC[C@@H]2CN1C1CC1
.	3	5.4	-18	101	-29	0	2	0.1	2	CCN1CCN(c2cc(C)c3cc(NC(=O)c4ccc(Br)o4)ccc3n2)CC1
0	29	-1.3	6	94	6	-1	-4	-0.1	4	COc1ccccc1NC(=O)CSc1nnc2ccc(-c3cccnc3)nn12
2	20	6.8	-11	105	-37	1	3	1.0	0	Cc1cccc(N2CCN(S(=O)(=O)c3ccc4[nH]c(=O)ccc4c3)CC2)c1C
-1	3	-1.8	-1	95	9	0	-2	0.6	0	O=C(c1ccco1)N1CCN(C(=O)c2ccccc2[N+](=O)[O-])CC1
-6	1	-0.4	-6	98	2	-4	-1	0.7	14	Cn1c(=O)c2c(SCC(=O)Nc3ccc4c(c3)OCCO4)nc(CC(C)(C)C)nc2n(C)c1=O
-1	4	-2.8	-6	120	13	0	-2	4.2	-1	CN1C(=O)C2(OCCCO2)c2ccccc21
-2	17	-1.5	0	99	8	-3	2	1.9	-3	CN(Cc1ccccn1)Cc1nc(COc2ccccc2)no1
4	20	2.8	3	114	-16	4	5	2.7	3	Cc1ccc2c(c1)c1c3n2CCN(C(=O)C2CC2)C3CCC1 (centres undefined)
1	-6	-1.7	-12	105	9	-1	4	-0.2	-1	CCC(C)[C@H](NC(=O)N1CCCC1)C(=O)OC (some centres undefined)
